High-throughput results as filed in PubChem BioAssay.
DT40 TDP1 CPT = qHTS for Inhibitors of human tyrosyl-DNA phosphodiesterase 1 (TDP1): qHTS in cells in presence of CPT | Potency, µM (doses to about 46.2 µM), for the others: at the highest dose activity change, negative = growth inhibition, usual class: inhibitors | 420,000 compounds, 12% hits | chicken DT40 Tdp1-/-;hTDP1 cells + 20 nM CPT, ATP luminescence, 48 h; note: nearly all actives have a fitted effect of over 55% in size
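Cell growth measured by CellTiter-Glo luminescence after a minimum 48 h, 37 C compound exposure with 20 nM CPT in Tdp1-knockout DT40 cells stably expressing hTDP1, seeded 400/well; qHTS titration format.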
FEN1 inhibitor = qHTS Assay for the Inhibitors of Human Flap endonuclease 1 (FEN1) | Potency, µM (doses to about 114 µM), for the others: at the highest dose activity change, negative = inhibition, actives largely listed as inhibitors | Recombinant FEN1 flap cleavage, fluorescence, 15 min | 390,000 compounds, 0.35% hits; note: nearly all actives have a fitted effect of over 65% in size
Target sequence (P39748 whole entry, looked up): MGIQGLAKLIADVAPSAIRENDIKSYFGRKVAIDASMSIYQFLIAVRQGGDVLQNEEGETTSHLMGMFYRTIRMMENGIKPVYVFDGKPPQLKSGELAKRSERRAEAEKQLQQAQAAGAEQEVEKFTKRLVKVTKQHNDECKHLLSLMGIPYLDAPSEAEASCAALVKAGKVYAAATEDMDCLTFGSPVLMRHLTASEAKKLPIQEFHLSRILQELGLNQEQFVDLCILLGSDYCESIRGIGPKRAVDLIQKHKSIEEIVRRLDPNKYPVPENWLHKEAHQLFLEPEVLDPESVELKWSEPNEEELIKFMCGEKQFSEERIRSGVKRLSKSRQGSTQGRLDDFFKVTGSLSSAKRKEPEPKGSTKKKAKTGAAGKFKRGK
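FEN1 at 10 nM, compound pretreatment for 15 min (room temperature), 50 nM final substrate to initiate; endpoint reads at 0 and 15 min; DMSO-only plates used as vehicle background.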
N370S GC mod = qHTS Assay for Inhibitors and Activators of N370S glucocerebrosidase as a Potential Chaperone Treatment of Gaucher Disease. Lysosomal acid glucosylceramidase (Homo sapiens), P04062. N370S GC spleen homogenate, 4MU-glucoside fluorescence. Potency, µM (series often up to 59.4 µM), for the others: at the top dose activity change, negative = inhibition, most hits filed as inhibitors. 330,000 compounds, 0.092% hits;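 note: 0% = full enzyme activity and -100% = no enzyme basal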
Numbers without * were called inactive; ? = inconclusive; . = not tested or not shown; [ ] = dose if it differs, or a comment. Calls come from the whole dose curve; as a rule, active = well fitted curve in the direction sought with a large enough effect; inconclusive = small, poorly fitted or top-dose-only effect, or another doubt; inactive = no such curve, though single readings can be large; an effect the other way counts as inactive or inconclusive. Unless noted, % is set by controls: 0 for no effect and ±100 for the full control effect; potency is the fitted concentration of half-maximal effect. The list is partial, so the mix of outcomes need not match the whole.

SMILES	DT40 TDP1 CPT	FEN1 inhibitor	N370S GC mod
O=C(CNc1ccccc1F)Nc1cccc(S(=O)(=O)N2CCCCC2)c1	-17%	-1%	-9%
COc1cc2nc(Cl)nc(N3CCOCC3)c2cc1OC	?	-1%	18%
CCN(CC)S(=O)(=O)c1cc(NC(=O)CCCOc2ccc(C(C)=O)cc2)ccc1C	?	-10%	2%
CC1(C)CC(N(Cc2cccs2)C(=O)c2ccco2)CCO1 (stereo not drawn)	-11%	-8%	-12%
O=C(CCCCCN1C(=O)c2cccc3cccc(c23)C1=O)NCc1cccnc1	2.9µM*	-1%	11%
Cc1ccccc1-c1n[nH]c(=S)n1/N=C/C=C/c1ccco1	?	16µM*	-4%
Cn1cc(Br)c(NS(=O)(=O)c2ccc(Cl)s2)n1	14%	0%	17%
O=C(COC(=O)C1=Cc2ccccc2OC1)NCc1ccc(F)cc1	7%	-3%	.
Cc1nnc(-c2ccc(Cl)cc2)nc1NCCN(C)C	22%	-14%	?
CCCNC(=O)CCc1c(C)nc2nc(C)nn2c1C	1%	3%	1%
COc1ccc(CCNC(=O)c2ccc(=O)[nH]c2)cc1OC	7%	4%	-9%
COc1ccc(NC(=O)C(=O)N/N=C(\C)CC(=O)Nc2ccccn2)c(OC)c1	10%	2%	-8%
CCCCCCCCCCCCCCCC[n+]1ccc(C)c2ccccc21	0.71µM*	79µM*	.
CC(=O)Nc1ccc(S(=O)(=O)NNC(=O)c2ccc(S(=O)(=O)N3CCCCC3)cc2)cc1	18%	1%	-2%
CCOc1ccc(NC(=S)N2CCN(S(=O)(=O)c3ccccc3)CC2)cc1	-3%	-9%	-3%
OCOCCCn1c(C2CCCN2c2nc(-c3ccc(F)cc3)cs2)nc2cc(Cl)c(N3CCCCC3)cc21 (stereo not drawn)	?	-19%	.
O=C(c1cccc(S(=O)(=O)N2CCCCC2)c1)N1CCN(S(=O)(=O)c2ccc(F)cc2)CC1	?	-3%	-5%
Cc1ccc2oc(=O)c3cnn(CC(=O)N(Cc4ccco4)C4CCCCC4)c3c2c1	?	-13%	23%
O=C(c1ccccc1F)N1CCN(CC2CC3C=CC2C3)CC1 (stereo not drawn)	-3%	-9%	1%
O=C(CCCn1c(=S)[nH]c2ccccc2c1=O)NCCSCc1ccccc1	23µM*	14%	5%

Structural class: those above containing four or more nitrogen atoms (6)
SMILES	DT40 TDP1 CPT	FEN1 inhibitor	N370S GC mod
Cc1ccccc1-c1n[nH]c(=S)n1/N=C/C=C/c1ccco1	?	16µM*	-4%
Cc1nnc(-c2ccc(Cl)cc2)nc1NCCN(C)C	22%	-14%	?
CCCNC(=O)CCc1c(C)nc2nc(C)nn2c1C	1%	3%	1%
COc1ccc(NC(=O)C(=O)N/N=C(\C)CC(=O)Nc2ccccn2)c(OC)c1	10%	2%	-8%
CC(=O)Nc1ccc(S(=O)(=O)NNC(=O)c2ccc(S(=O)(=O)N3CCCCC3)cc2)cc1	18%	1%	-2%
OCOCCCn1c(C2CCCN2c2nc(-c3ccc(F)cc3)cs2)nc2cc(Cl)c(N3CCCCC3)cc21 (stereo not drawn)	?	-19%	.

The results go on:
SMILES	DT40 TDP1 CPT	FEN1 inhibitor	N370S GC mod
CN(C)c1cc2c(cc1NC(=O)c1ccc(F)cc1)n(C)c(=O)n2C	?	-3%	.
S=c1[nH]c2cc(Cl)c3cccnc3c2o1	-17%	?	-8%
COc1ccc(CCNC(=O)c2ccco2)cc1	-28%	0%	-6%
CC(C)CC(=O)NCc1ccc2[nH]c3c(c2c1)CCCC3	-29%	-15%	-5%
CCOc1ccc(OCC)c(NC(=O)CN(C)S(=O)(=O)c2ccc3nc(C)sc3c2)c1	?	-3%	12%
CCOc1cccc(C2C=C(c3ccc4c(c3)OCO4)NC(c3ccccc3Cl)N2)c1O (stereo not drawn)	?	-20%	.
O=S(=O)(Nc1cccc(-n2cnnn2)c1)c1cccc(Cl)c1	7%	-1%	-9%
O=C1Nc2ccccc2C12OCC(COc1ccc(Cl)cc1)O2 (stereo not drawn)	?	-6%	1%
CN(CC(=O)Nc1c(Cl)cccc1Cl)C(=O)CNC(=O)c1ccc2ccccc2c1	-30%	2%	16%
CCOC(=O)N1CCN(Cc2nnc(-c3cccc(Br)c3)o2)CC1	-18%	-10%	-8%
Cc1occc1C(=O)N/N=C/c1cccnc1	-14%	-14%	5%
CCOc1cc(-c2cn(S(=O)(=O)c3cccc4nsnc34)nc2N)cc(OCC)c1OCC	?	-21%	-7%
CCOC(=O)N1CCN(Cc2nc3cc([N+](=O)[O-])ccc3n2C(C)C)CC1	21µM*	2%	.
CC(C)(C)OC(=O)C[C@@H]1C/C=C\C[C@@H](CC(=O)N(CCO)Cc2ccccc2)C(=O)N2CCC[C@@H]2COC1=O	-40%	1%	.
CCOc1ccc(C(=O)NNC(=O)CCNC(=O)c2ccco2)cc1OC	9%	14%	1%
CC(C)CNS(=O)(=O)c1ccc(CCC(=O)NCC2CCCO2)cc1 (stereo not drawn)	-15%	1%	4%
Cc1sc2nc(C)n(/N=C/c3ccc(O)cc3)c(=O)c2c1C	?	-4%	16%
CSc1nc(/C=C2\C=Nc3ccccc32)c(O)n1C	-8%	25%	5%
COc1ccc(C2CC(c3ccccc3)=NN2C(=O)COC(=O)/C=C/c2ccc(O)c(OC)c2)cc1 (stereo not drawn)	?	-20%	10%
COc1ccc(S(=O)(=O)N2CCOC23CCN(S(C)(=O)=O)CC3)cc1	3%	15%	-1%

Quoted at random: 3 records from the list
SMILES	DT40 TDP1 CPT	FEN1 inhibitor	N370S GC mod
CCOC(=O)N1CCN(Cc2nc3cc([N+](=O)[O-])ccc3n2C(C)C)CC1	21µM*	2%	.
S=c1[nH]c2cc(Cl)c3cccnc3c2o1	-17%	?	-8%
Cc1occc1C(=O)N/N=C/c1cccnc1	-14%	-14%	5%

Other structures:
SMILES	DT40 TDP1 CPT	FEN1 inhibitor	N370S GC mod
O=C(COC(=O)C1CC(O)CN1C(=O)Oc1ccccc1)c1ccc(Br)cc1 (stereo not drawn)	-5%	-9%	-14%
COc1cccc(C(=O)NC(Cc2ccccc2)c2ccc3c(c2)OCCCO3)c1 (stereo not drawn)	?	-3%	-17%
CN(c1cccc(NC(=O)CN(c2ccc(C34CC5CC(CC(C5)C3)C4)cc2)S(C)(=O)=O)c1)S(C)(=O)=O	18µM*	?	4%
O=C(NCc1cccnc1)C1CCN(S(=O)(=O)c2cc(Cl)ccc2Cl)CC1	7.3µM*	-17%	-14%
O=S(=O)(c1ccc2ccccc2c1)n1cccn1	26%	19%	-12%
CCNc1nc(C#N)nc(N2CCOCC2)n1	?	13%	.
O=[N+]([O-])c1cccc(S(=O)(=O)N2CCC(c3nc(-c4ccncc4)no3)CC2)c1	-8%	-3%	5%
CCn1nnc(NC(=O)c2ccco2)n1	0%	4%	0%
COc1cc2c(cc1OC)C(c1ccc([N+](=O)[O-])cc1)N(C(C)=O)CC2 (stereo not drawn)	15%	18%	-2%
COCCCNc1nc2c(c(=O)[nH]c(=O)n2C)n1CC(O)COc1ccccc1C (stereo not drawn)	-18%	-22%	-8%
COC(=O)c1ccc(Oc2cc(C)nc(-n3nc(C)cc3C)n2)cc1	0.73µM*	-13%	2%
Cc1ccc(OCC(=O)Nc2ccc3nc(SCC(N)=O)sc3c2)cc1	-17%	-4%	.
CCn1ccnc1CN(C)C(=O)C1CCC(=O)N(Cc2cccc(C(F)(F)F)c2)C1 (stereo not drawn)	2%	0%	-11%
CCc1nc(C)cn1S(=O)(=O)c1cc(Cl)c(OC)cc1Cl	?	6%	-4%
O=C(Nc1ccccc1Cl)C1CCCN1C(=O)OCc1ccccc1 (stereo not drawn)	-18%	2%	18%
COc1cccc(Cn2c(=O)c(-c3ccc(Cl)cc3)nc3cnc(N4CCOCC4)nc32)c1	-29%	.	27%
Cc1nnc(SCC(=O)N(C)c2ccccc2)n1-n1cccc1	9%	-4%	-11%
NS(=O)(=O)c1ccc(N/N=C/c2cn(-c3ccccc3)nc2-c2ccccc2)c([N+](=O)[O-])c1	4.1µM*	17%	-9%
Cc1cnc(CNc2cc(-c3ccccc3Cl)ncn2)cn1	5%	.	-11%
Cc1sc2ncn(CC(=O)NCCCOC(C)C)c(=O)c2c1S(=O)(=O)N1CCN(c2ncccn2)CC1	-1%	-12%	-6%
C#CCOCCOCCOCCNc1nc(N2CCN(C(=O)[C@H]([C@@H](C)CC)n3cc(CCCCN)nn3)CC2)nc(N2CCN(C(=O)[C@H](CCCCN)n3cc(CCC(=O)O)nn3)CC2)n1	6%	-3%	3%
C=CCNc1nnc(SCC(=O)N2CCC(C(N)=O)CC2)s1	-1%	-5%	2%
CCc1cccc(NC(=O)Cn2c(=O)n(CCCCCC(=O)NCc3ccc(F)cc3)c(=O)c3sccc32)c1	?	14%	.
CCCSC1=C(C#N)C(c2ccc(OC)cc2)C2=C(CC(C)(C)CC2=O)N1 (stereo not drawn)	5.2µM*	-7%	-24%
CN(C(=O)c1cccc(NC(=O)Cc2ccc(NC(=O)C3CCN(C(=O)C4CC4)CC3)cc2)c1)C1CCCCC1	-22%	2%	.
CCOc1ccc(-n2cc(C(=O)Nc3cccc(C)n3)c3cc(OC)c(OC)cc3c2=O)cc1	?	-2%	.
CCN(CC)CCN1C(=O)c2ccccc2NC1c1ccc(Br)cc1 (stereo not drawn)	?	-1%	6%
COc1ccc2c(c1)[C@@]1(C)CCC[C@](C)(CO)C1CC2 (stereo partly drawn)	?	.	9%
COc1cc2c(c(OC)c1OC)-c1ccc(SC)c(=O)cc1C(NC(=O)C(F)(F)F)CC2 (stereo not drawn)	0.092µM*	-5%	.
Cc1ccc(CN(Cc2ccccn2)C(=O)Nc2ccc(C)c(C)c2)cc1	?	-15%	24%
O=C(O)C1(S(=O)(=O)CCC(F)=C(F)F)CC1	2%	-3%	-5%
CC(=O)Nc1ccc(C(=O)NCC(=O)OCc2ccccc2F)cc1	1%	12%	-3%
COc1cccc2c1OCC1COc3c(c(=O)n(C)c(=O)n3C)C21 (stereo not drawn)	4%	0%	2%
CCCc1nc(SCC(=O)Nc2ccc(N3CCOCC3)cc2)c2ccccc2n1	?	0%	-8%
NC(N)=NCCCS(=O)(=O)Nc1ccc(Nc2c3ccccc3nc3cc([N+](=O)[O-])ccc23)cc1	9.2µM*	-6%	.
COc1ccc(C(=O)Oc2c(C)occc2=O)cc1OC	4%	8%	0%
CCN(CC)S(=O)(=O)c1cccc(NC(=O)c2cc3ccccc3o2)c1	?	-18%	8%
COc1ccc(-c2nc(CS(=O)CC(=O)NCc3ccc(Cl)cc3)c(C)o2)cc1OC (stereo not drawn)	?	-1%	-13%
CN(C(=O)CC1C(=O)NCCN1CC(c1ccccc1)c1ccccc1)C(C1CC1)C1CC1 (stereo not drawn)	?	5%	-8%
CCOC(=O)CCNC(C)C1COc2ccccc2O1 (stereo not drawn)	?	-2%	20%
Cn1c(=O)oc2cc(S(=O)(=O)Nc3ccc(F)cc3)ccc21	-23%	4%	-6%
CCN(CC(=O)Nc1ccc(NC(C)=O)cc1)C(=O)CSCC(=O)Nc1ccc(C)cc1	-10%	-6%	10%
O=C(NC(=O)c1ccccc1)Nc1ccccc1	-12%	1%	11%
COc1ccc(C(CNC(=O)c2ccc(S(=O)(=O)Nc3ccccc3F)cc2)N(C)C)cc1 (stereo not drawn)	-13%	15%	-4%
Cc1ccnc(NC(=O)CS(=O)(=O)c2ccccc2)c1	4%	-2%	4%
O=S(=O)(c1ccccc1)N1CCC[C@@]2(CCN(Cc3ccccc3)C2)C1	5%	.	-6%
COc1ccc(Cl)cc1C(=O)NNC(=O)COC(=O)CC(NC(C)=O)c1ccccc1 (stereo not drawn)	8%	0%	-5%
COc1ccc(S(=O)(=O)Nc2cc(C(C)C)c(O)cc2C)cc1	?	-8%	0%
Nc1nc(CCOc2ccc(F)cc2)cs1	3%	-4%	-16%
CSc1nnc(C(C)(C)C)c(=O)n1/N=C/c1c(O)ccc2ccccc12	6%	-11%	-22%
O=C(CN1C(=O)CCS(=O)(=O)c2ccccc21)Nc1ccc(F)cc1	-4%	16%	?
CC(C)C[C@H](N)C(=O)N[C@H](C(=O)N[C@H](C(=O)N[C@@H](Cc1ccc(O)cc1)C(=O)N1CCC[C@H]1C(=O)N[C@@H](Cc1c[nH]c2ccccc12)C(=O)N[C@H](C(=O)N[C@@H](CCC(N)=O)C(=O)N[C@@H](CCCN=C(N)N)C(=O)O)[C@@H](C)O)C(C)C)C(C)C	-28%[4.12 µM]	.	-16%
COc1ccc(C)cc1N(C(=O)Cn1nnc(-c2ccc(C)o2)n1)C(C(=O)NC1CCCC1)c1ccncc1 (stereo not drawn)	13%	4%	-10%
